Source: PubChem BioAssay
GLP-1R inv ag: qHTS of GLP-1 Receptor Inverse Agonists (Inhibition Mode); Glucagon-like peptide 1 receptor (Homo sapiens), P43220; actives 1.6% (n = 410,000); HEK293 GLP-1R CRE-luciferase, luminescence, 24 h; GLP-1R form is constitutively active; Potency, µM (top dose mostly 38.3 µM), for the others: top-dose activity change, negative = inhibition, hits mostly inhibitors; note: potency is the fitted concentration of half-maximal effect; % is set by controls: 0 for no effect and ±100 for the full control effect; nearly all actives have a fitted effect of over 55% in size
Target sequence (P43220 whole entry, looked up): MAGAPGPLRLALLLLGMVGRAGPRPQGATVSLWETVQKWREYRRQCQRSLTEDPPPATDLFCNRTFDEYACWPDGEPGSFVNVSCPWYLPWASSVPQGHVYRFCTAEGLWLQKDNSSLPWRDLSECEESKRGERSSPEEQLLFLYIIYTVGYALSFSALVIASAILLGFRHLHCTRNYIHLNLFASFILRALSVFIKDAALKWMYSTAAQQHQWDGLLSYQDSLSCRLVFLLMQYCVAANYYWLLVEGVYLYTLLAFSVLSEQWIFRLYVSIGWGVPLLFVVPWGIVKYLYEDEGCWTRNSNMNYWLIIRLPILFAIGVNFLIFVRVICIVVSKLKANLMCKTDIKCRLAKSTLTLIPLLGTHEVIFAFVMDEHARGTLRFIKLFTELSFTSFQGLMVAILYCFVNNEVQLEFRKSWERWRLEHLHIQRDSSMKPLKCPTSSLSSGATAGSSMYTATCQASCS
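Cells are plated, allowed 12 hours at 37 deg C, then treated with compounds for 24 hr before luciferase detection reagent is added and luminescence is read after 12 min at room temperature. The HEK293 line carries constitutively active GLP-1R with a cAMP-responsive reporter.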
GLP-1R agonist: qHTS of GLP-1 Receptor Agonists | Glucagon-like peptide 1 receptor (Homo sapiens), P43220 | HEK293 GLP-1R CRE-luciferase, luminescence, 4-6 h; cells express a hypersensitive GLP-1R form | Potency, µM (doses to about 45.6 µM), for inactives: at the highest dose activation, actives largely listed as activators | actives 0.007% (n = 380,000); note: potency is the fitted concentration of half-maximal effect; % of control where 0% means no effect
aSyn yeast inh: qHTS of alpha-syn Inhibitors | Potency, µM (doses to about 46.1 µM), for inactives: at the highest dose growth rescue (activation), most hits filed as activators | actives 0.14% (n = 370,000) | Yeast expressing alpha-synuclein, growth rescue, BacTiter-Glo, 24 h; note: potency is the fitted concentration of half-maximal effect; % of control where 0% means no effect; nearly all actives have a fitted effect of over 65% in size
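Rescue of yeast growth: cells expressing toxic alpha-synuclein, induced in galactose at OD600 0.02, incubated with compound 24 h at 30 C. ATP luminescence quantified growth; inhibitors of toxicity appear as activators.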
KB-V1 MDR tox: qHTS assay for MDR1-selective chemotherapeutics: Primary screen using the drug-selected MDR subline cells KB-V1 | KB-V1 MDR cells viability, CellTiter-Glo, 72 h | Potency, µM (highest dose often 46.1 µM), without a hit: top-dose activity change, negative = cytotoxicity, usual class: cytotoxic | actives 3.4% (n = 400,000); note: potency is the fitted concentration of half-maximal effect; % is set by controls: 0 for no effect and ±100 for the full control effect; nearly all actives have a fitted effect of over 60% in size
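KB-V1 MDR subline cells in DMEM (phenol-red free, 10% FBS) exposed to compounds in qHTS concentration series for 72 h at 37 degrees C. Viability read by CellTiter-Glo luminescence; concentration-effect curves fitted after normalization and correction.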
PTHR1 agonist: qHTS for PTHR1 Agonists: Primary Screen; actives 0.075% (n = 410,000); Potency, µM (doses to about 115 µM), without a hit: top-dose activation, most hits filed as activators; Parathyroid hormone/parathyroid hormone-related peptide receptor (Homo sapiens), Q03431; HEK293 GP2 PTHR1 cells, GloSensor cAMP luminescence, 1 h; note: potency is the fitted concentration of half-maximal effect; nearly all actives have a fitted effect of over 55% in size; some results filed as inactive show a strong effect at the top dose; inactives centre near -15; many of its hits are not listed in these tables
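HEK-293-derived GP2 cells expressing PTHR1 and a GloSensor cAMP reporter, 3,000/well, plated overnight, given luciferin plus IBMX (each 0.5 mM as added) for 1 h at 37 °C, then compound for 1 h at 37 °C. Luminescence was read after 15 min at room temperature.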
DRD3 antagonist: qHTS of D3 Dopamine Receptor Antagonist: qHTS; D3R cells, DiscoveRx beta-arrestin luminescence, antagonist mode; active compounds read low; D(3) dopamine receptor (Homo sapiens), P35462; AID 652054, 2013; max response, negative = inhibition, %; actives 2.5% (n = 360,000); in the data active = max response below about -50%; inconclusive = no clear call, values can overlap the other calls; note: % is set by controls: 0 for no effect and ±100 for the full control effect; mostly tested at two doses, the higher about 12 µM
Target sequence (P35462 whole entry, looked up): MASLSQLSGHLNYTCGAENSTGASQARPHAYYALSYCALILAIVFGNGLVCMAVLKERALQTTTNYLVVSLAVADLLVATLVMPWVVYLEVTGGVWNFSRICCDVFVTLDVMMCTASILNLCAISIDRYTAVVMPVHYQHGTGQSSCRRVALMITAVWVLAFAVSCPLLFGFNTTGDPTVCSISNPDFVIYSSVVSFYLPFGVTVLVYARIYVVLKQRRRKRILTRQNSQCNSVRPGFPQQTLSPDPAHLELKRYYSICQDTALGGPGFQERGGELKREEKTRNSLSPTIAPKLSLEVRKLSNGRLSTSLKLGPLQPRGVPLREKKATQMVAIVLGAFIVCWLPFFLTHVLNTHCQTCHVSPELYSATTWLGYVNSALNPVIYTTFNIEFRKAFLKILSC
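Cells plated overnight at 1500 cells/well, then exposed to library compounds with dopamine controls for 90 minutes at 37 degrees C. DiscoveRx reagent added for 30–60 minutes at room temperature; luminescence read, quantitative HTS format.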
HEK293 tox: qHTS of GLP-1 Receptor Inverse Agonists: Cytotox Screen; HEK293 cAMP-luciferase reporter cells, luminescence, 24 h; Potency, µM (doses to about 38.3 µM), without a hit: at the top dose activity change, negative = inhibition, most hits filed as inhibitors; actives 0.13% (n = 410,000); AID 624418, 2012;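 note: loss of luciferase light is scored as toxicity; potency is the fitted concentration of half-maximal effect; % is set by controls: 0 for no effect and ±100 for the full control effect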
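A 23 nL compound transfer followed 12 hours of cell culture at 37 deg C; exposure then lasted 24 hr. Luciferase assay detection reagent was dispensed and plates read for luminescence after a 12 min room-temperature wait.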
TDP43 rescue: qHTS of TDP-43 Inhibitors; Potency, µM (top dose mostly 46.1 µM), for inactives: at the top dose growth rescue (activation), usual class: activators; actives 1.8% (n = 410,000); TDP-43 expressing yeast growth rescue, BacTiter-Glo, 24 h; note: potency is the fitted concentration of half-maximal effect; % of control where 0% means no effect; nearly all actives have a fitted effect of over 50% in size
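Yeast expressing TDP-43 (pregrown in raffinose, seeded at OD600=0.02 in galactose medium) exposed to compounds 24 hr at 30 deg C. Growth read by BacTiter-Glo luminescence; rescue of toxicity appears as increased signal.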
D3 ag: qHTS of D3 Dopamine Receptor Agonist: qHTS; D(3) dopamine receptor (Homo sapiens), P35462; actives 0.58% (n = 410,000); D3R DiscoveRx beta-arrestin cells, luminescence, 90 min; max activation, %; in the data active = max activation above about 30%; note: 0% is about no effect; mostly tested at two doses, the higher about 12 µM
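Cells at 1500/well, incubated overnight, then treated with pinned compounds (dopamine as control) for 90 min at 37 degrees C. DiscoveRx reagent added for 30 - 60 minutes at room temperature; luminescence read.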
Active calls of the source: *; i = inactive; u = inconclusive; x = not tested or not shown; & = joins results of further samples; [ ] = remark or other dose. Unless noted, calls come from the whole dose curve; as a rule, active = well fitted curve in the direction sought with a large enough effect; inconclusive = small, poorly fitted or top-dose-only effect, or another doubt; inactive = no such curve, though single readings can be large; an effect the other way counts as inactive or inconclusive. Not all compounds are listed; rates above refer to the full screens.

The first 7 compounds (preview)
Under each structure: D3 ag | aSyn yeast inh | TDP43 rescue | GLP-1R inv ag | KB-V1 MDR tox | PTHR1 agonist | DRD3 antagonist | GLP-1R agonist | HEK293 tox
- Cc1cc(N)n(Cc2cccs2)n1
 : 2 | -3% | 3% | 9% | -9% | i | -2 | -2% | -9%
- COc1cccc(-n2nnc3c(=O)n(CC(=O)N4CCC(C)CC4)cnc32)c1
 : -1 | 1% | -16% | 0% | -5% | 13%[57.5 µM] | 7 | -5% | -15%
- Cn1c(=O)oc2cc(S(=O)(=O)N3CCCC(C(=O)NCCN4CCOCC4)C3)ccc21 (stereo unspecified)
 : -9 | -3% | 7% | 16% | -17% | 0% | -13 | -1% | 0%
- CCOC(=O)c1[nH]cnc1C(=O)Nc1ccccc1C
 : 4 | -16% | 5% | 71%[activator] | u | i | 15 | 14% | -8%
- O=C(CN1CCSCC1)c1c[nH]c2ccccc12
 : -4 | -3% | -17% | 1% | 0% | -22% | -28 | 0% | 1%
- Cc1ccc(NC(=O)COC(=O)CN2C(=O)NC3(CCCC3)C2=O)cc1Cl
 : 3 | 1% | 20% | -13% | u | -6% | 0 | 0% | -2%
- CCOC(=O)C1(C)NC(c2ccc(N(C)C)cc2)C2C(=O)N(c3ccc(OC)cc3)C(=O)C21 (stereo unspecified)
 : 23 | -3% | 8% | 13% | 5% | -15% | 3 | -5% | -11%

The list itself, from the start:
Under each structure: D3 ag | aSyn yeast inh | TDP43 rescue | GLP-1R inv ag | KB-V1 MDR tox | PTHR1 agonist | DRD3 antagonist | GLP-1R agonist | HEK293 tox
- Cc1cc(N)n(Cc2cccs2)n1
 : 2 | -3% | 3% | 9% | -9% | i | -2 | -2% | -9%
- COc1cccc(-n2nnc3c(=O)n(CC(=O)N4CCC(C)CC4)cnc32)c1
 : -1 | 1% | -16% | 0% | -5% | 13%[57.5 µM] | 7 | -5% | -15%
- Cn1c(=O)oc2cc(S(=O)(=O)N3CCCC(C(=O)NCCN4CCOCC4)C3)ccc21 (stereo unspecified)
 : -9 | -3% | 7% | 16% | -17% | 0% | -13 | -1% | 0%
- CCOC(=O)c1[nH]cnc1C(=O)Nc1ccccc1C
 : 4 | -16% | 5% | 71%[activator] | u | i | 15 | 14% | -8%
- O=C(CN1CCSCC1)c1c[nH]c2ccccc12
 : -4 | -3% | -17% | 1% | 0% | -22% | -28 | 0% | 1%
- Cc1ccc(NC(=O)COC(=O)CN2C(=O)NC3(CCCC3)C2=O)cc1Cl
 : 3 | 1% | 20% | -13% | u | -6% | 0 | 0% | -2%
- CCOC(=O)C1(C)NC(c2ccc(N(C)C)cc2)C2C(=O)N(c3ccc(OC)cc3)C(=O)C21 (stereo unspecified)
 : 23 | -3% | 8% | 13% | 5% | -15% | 3 | -5% | -11%
- C=CCn1c(SCC(=O)Nc2c(C)n(C)n(-c3ccccc3)c2=O)nc2scc(-c3ccccc3)c2c1=O
 : 3 | 4% | -11% | u | 2% | -21%[57.5 µM] | 40 | 0% | 7%
- COc1ccccc1Oc1nnnn1-c1ccc(C(N)=O)cc1
 : -5 | -15% | -18% | 13% | 5% | -31% | 9 | -1% | -10%
- Nc1ncnc(Nc2cccc(C(F)(F)F)c2)n1
 : -22 | 6% | 6% | 0% | 16% | -8%[57.5 µM] | 4 | 11% | 15%
- CCN(C(=O)CCC(=O)N(CC)c1ccccc1)c1ccccc1
 : -2 | 1% | -2% | -22% | -16% | i | 7 | -1% | -11%
- NC(=O)COC(=O)c1cccnc1Nc1ccccc1F
 : 3 | 12% | 0% | 18% | -1% | i | 4 | 8% | 9%
- CC(C)(C)c1n[nH]c(=S)n(N)c1=O
 : -4 | -7% | -6% | 2% | -1% | u | -15 | -5% | 3%
- CC(=O)Nc1cc(C(=O)N(C)Cc2ccco2)ccc1Sc1ccc(Cl)cc1
 : -2 | 3% | 7% | u | 2.9µM* | i | -13 | 4% | 6%
- COc1ccc(C2=NOC(C(=O)NCc3ccc(F)cc3)C2)cc1OC (stereo unspecified)
 : 8 | 3% | 16% | u | 0.52µM* | i | -24 | 26% | -16%
- O=C1C(=Cc2ccccn2)CCc2ccccc21
 : -15 | 1% | 18µM* | u | u | -36%[inhibitor] | -67* | -5% | u
- COC(=O)C[C@H]1c2cc(F)cc(F)c2S(=O)(=O)N1C1CCN(Cc2ccccc2)CC1
 : -66 | 2% | 2% | 1% | 7%&-23% | i | -69* | 11% | 0%
- COc1ccc(C2CC(=O)c3ccccc3O2)cc1 (stereo unspecified)
 : -28 | -10% | 15% | -10% | u | i | u | -3% | 9%
- Cc1nc(-c2ccccc2)cn(O)c1=O
 : -4 | -6% | -40%[inhibitor] | 2% | 5% | i | -3 | -3% | 2%
- CCn1c(O)c(C=Nc2ccccc2)sc1=S
 : -5 | -4% | 4% | u | 5% | -27% | -27 | 31% | -15%
- CCOC(=O)c1ccccc1NC(=O)COC(=O)CCNS(=O)(=O)c1ccc(C)c(C)c1
 : -8 | -1% | -4% | 2% | u | i | -9 | 1% | 2%
- Cc1ccc(N(CC(=O)NCC2CCCO2)S(=O)(=O)c2ccc(Cl)cc2)cc1C (stereo unspecified)
 : 4 | -1% | 7% | u | -2% | -10% | 4 | -1% | 0%
- Cc1cccc(C)c1NC(=O)N1CC=CCC1
 : -1 | -2% | 7% | -8% | 1% | i | 13 | 1% | 1%
- CCOc1ccccc1NC(=O)COC(=O)C(CC)c1ccccc1 (stereo unspecified)
 : -3 | 6% | u | u | u | -50%[inhibitor] | 4 | 7% | 3%
- Cc1cc(C)cc(NS(=O)(=O)c2ccc3c(c2)OCC(C(=O)N2CCCC2)O3)c1 (stereo unspecified)
 : 4 | x | 13% | -25% | u | -39%[inhibitor] | x | x | -10%
- CC1CC2=C(C(=O)O1)C(c1ccc(Cl)cc1)Nc1ccccc1N2 (stereo unspecified)
 : -4 | -1% | -5% | -31% | -5% | i | -52* | 0% | 0%
- Cc1ccc(C)c(N2CCN(C(=O)CCCn3ncn4c(cc5occc54)c3=O)CC2)c1
 : 2&1 | -9% | u | u | u | -34%&-25%[inhibitor] | 5 | -1% | 0%&4%
- CN(CCO)c1ccc([N+](=O)[O-])cc1C(=O)O
 : -3 | -3% | 14% | 1% | 1% | i | u | -4% | -24%
- COC(=O)c1c(C)oc2ccc(N(C(=O)c3ccncc3)S(=O)(=O)c3ccc(OC)cc3)cc12
 : 6 | x | u | u | x | -67%[inhibitor] | x | x | u
- COc1cccc(C(=O)Nc2cc(C)on2)c1
 : -6 | 12% | 9% | -13% | -3% | -6% | -29 | -3% | 2%
- C=Cc1cnc([N+](=O)[O-])n1C
 : 0 | 6% | u | -5% | 8% | i | 8 | -2% | -2%
- CCCCN(C(=O)c1ccc(NC(=O)C(C)C)cc1)c1ccccc1
 : 9 | 3% | -3% | u | 0% | -23% | 7 | 16% | -9%
- CC(=O)Nc1cc(OC(=O)c2ccco2)cc(OC(=O)c2ccco2)c1
 : 3 | 11% | 9% | -2% | 0% | -15% | -30 | -23% | 5%
- CC1CCN(C(C(=O)Nc2ccc3c(c2)OCO3)c2ccccc2)CC1 (stereo unspecified)
 : 0 | 6% | -13% | u | -16% | i | 0 | 2% | -12%
- Cc1sc2nc3n(c(=O)c2c1C)NC(=O)CC3
 : 3 | -5% | -19% | 13% | u | i | 12 | 1% | -7%
- Cn1cnnc1SCCNS(=O)(=O)c1cccc([N+](=O)[O-])c1
 : -3 | 1% | 15% | -3% | x | -25% | -9 | -17% | -6%
- NC(=O)CCn1c(C(=O)c2cc(Cl)c(N)c(Cl)c2)c2ccccc2[n+]1[O-]
 : -3 | -1% | -8% | 19% | 20% | -23% | -8 | -2% | -29%
- CCCCOc1ccc(-c2cc(C(=O)NNC(=S)NCC)c3ccccc3n2)cc1
 : -10 | -31%[inhibitor] | -13% | 0% | 6.5µM* | -11%[57.5 µM] | -18 | -15% | u
- Cc1ccc(S(=O)(=O)NC(=O)COc2ccccc2C)c(C)c1
 : 10 | 19% | 18µM* | -5% | x | i | 17 | -3% | 11%
- Cc1cccc(C)c1OCc1nnc(SCC(=O)Nc2nccs2)o1
 : 0 | u | 11% | -19% | -9% | i | 11 | 7% | -4%
- CN1C[C@@H]2[C@@H]3C(=O)N(Cc4ccccc4)C(=O)[C@@H]3[C@](C)(C1=O)N2C(=O)c1ccc(C(C)(C)C)cc1
 : -7 | -1% | 10% | -3% | 0% | -31%[inhibitor] | -12 | 7% | 14%
- COC(=O)c1sc(N2C(=O)C(O)=C(C(=O)c3ccc(C)o3)C2c2ccc(F)cc2)nc1C (stereo unspecified)
 : -13 | 26% | -33%[inhibitor] | 0% | -1% | i | 16 | 1% | 1%
- COc1ccc(Nc2ncnc3sc(C)cc23)cc1
 : -8 | -4% | u | 4% | 0% | -11% | -3 | 4% | -13%
- Nc1[nH]nc2nc(N3CCCC3)nc(-c3ccccc3)c12
 : 3 | 2% | 27% | 0% | -8% | 10% | 14 | 13% | -1%
- C=CCN(CC=C)CC(=O)Nc1cccc(Oc2cnccn2)c1
 : 2 | -3% | -10% | 9% | 14% | i | -15 | -6% | -7%
- O=C1COc2ccc(S(=O)(=O)N3CCN(c4ccccc4)CC3)cc2N1
 : -1 | 3% | 3% | 1% | -12% | i | 6 | -1% | -9%
- COC(=O)c1ccccc1C(=O)N1CC(O)CO1 (stereo unspecified)
 : 9 | -6% | -12% | 0% | 1% | i | -11 | 0% | 0%
